DAX1 inh-1: NR0B1 (DAX1) inhibition. AID 504766. inhibition, % at 6.75 µM. P51843. actives 0.99% (n = 340,000). HEK293 Gal4-DAX1 luciferase reporter, luminescence;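 active = inhibition above the mean over all tested compounds plus 3 SD, cut at about 4.2% in these data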;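 note: 0% = DAX1-transfected cells with DMSO and 100% = empty-vector control cells with DMSO; inhibition shows as a rise in luminescence from relieved DAX1 repression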
Target sequence (P51843 207-470 limits assumed): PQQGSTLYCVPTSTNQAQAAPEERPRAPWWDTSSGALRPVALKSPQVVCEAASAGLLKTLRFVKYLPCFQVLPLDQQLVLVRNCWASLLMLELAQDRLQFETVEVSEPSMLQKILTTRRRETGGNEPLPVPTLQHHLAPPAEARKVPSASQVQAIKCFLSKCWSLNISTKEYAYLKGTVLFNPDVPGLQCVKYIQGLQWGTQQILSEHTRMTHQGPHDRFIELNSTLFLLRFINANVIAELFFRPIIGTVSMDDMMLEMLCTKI
hcDAF-12 act: activates DAF-12 receptor from parasite H. contortus | HEK293 hcDAF-12 lit1-tk-luc reporter, luminescence; 0% DMSO, 100% Δ7-dafachronic acid | activation, % at 6.8 µM | actives 1.4% (n = 370,000) | AID 652067;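 active = activation above the mean of all tested compounds plus 3 SD, cut at about 5.5% in these data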;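 note: 100% = response to 3 µM Δ7-dafachronic acid high control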
GAA850 FXN act: frataxin GAA850 promoter activation. HEK293 lucGAA850 FXN promoter luciferase reporter, 24 h; percent of 10 µM SAHA response. activation, % at 6 µM. actives 0.56% (n = 360,000);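 active = activation above the average of all compounds screened plus 3 SD, cutoff fixed separately per campaign, cut at about 7.5% in these data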;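 note: 0% = DMSO wells and 100% = 10 µM SAHA wells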
hgDAF-12 ag: agonists of H. glycines DAF-12 nuclear receptor; HEK293 GAL4-hgDAF12 UAS-luciferase reporter, agonist luminescence; normalized to butyrate control; activation, % at 6.8 µM; actives 1.8% (n = 370,000);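 active = activation above a cutoff set at the mean of all screened compounds plus 3 SD, cut at about 10% in these data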;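 note: 0% = DMSO wells and 100% = sodium butyrate wells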
ssDAF-12 act: activates DAF-12 receptor from parasite S. stercoralis; activation, % at 6.8 µM; actives 1% (n = 370,000); HEK293 ssDAF-12/GRIP1 lit1-tk-luc reporter, luminescence; % of 3 µM dafachronic acid response;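 active = activation above the mean over all tested compounds plus 3 SD, cut at about 0.9% in these data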;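 note: 0% = DMSO-only wells and 100% = 3 µM delta7-dafachronic acid wells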
PLCg1 inh: inhibitors of human phospholipase C gamma1; purified PLC-gamma1, fluorogenic substrate, fluorescence; AID 720700; actives 0.84% (n = 370,000); P19174; inhibition, % at 12.2 µM; in the data active = inhibition above about 9.5%
ADAM17 inh: inhibits human ADAM17; inhibition, % at 6.95 µM; P78536; actives 0.83% (n = 370,000); recombinant ADAM17, EDANS/DABCYL FRET peptide cleavage;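 active = inhibition above the mean of compounds lying between control limits plus 3 SD, set per campaign, cut at about 8.5% in these data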;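 note: 0% = DMSO-only wells as the low control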
DAX1 inh-2: blocks DAX1 repression of SF-1 activated StAR promoter; HEK293T StAR-luciferase reporter, SF-1/DAX-1 repression relief; AID 652010; actives 1.1% (n = 370,000); inhibition, % at 6.8 µM;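 active = inhibition above the mean over all tested compounds plus 3 SD, cut at about 3.6% in these data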;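 note: 0% = DAX-1 cells with DMSO and 100% = cells lacking DAX-1 with DMSO; higher inhibition means more luminescence from relief of DAX-1 repression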
HGIII-sPLA2 inh: Inhibits HGIII-sPLA2 liposome hydrolysis, primary screen. Q9NZ20. QFRET BODIPY PC-A2 liposome hydrolysis, fluorescence. inhibition, % at 12.2 µM. actives 0.56% (n = 370,000);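 active = inhibition above mean plus 3 SD of compounds lying within the high and low control bounds, cut at about 19% in these data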;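 note: 0% = median of test compound wells and 100% = no enzyme DMSO wells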
Target sequence (Q9NZ20 whole entry, looked up): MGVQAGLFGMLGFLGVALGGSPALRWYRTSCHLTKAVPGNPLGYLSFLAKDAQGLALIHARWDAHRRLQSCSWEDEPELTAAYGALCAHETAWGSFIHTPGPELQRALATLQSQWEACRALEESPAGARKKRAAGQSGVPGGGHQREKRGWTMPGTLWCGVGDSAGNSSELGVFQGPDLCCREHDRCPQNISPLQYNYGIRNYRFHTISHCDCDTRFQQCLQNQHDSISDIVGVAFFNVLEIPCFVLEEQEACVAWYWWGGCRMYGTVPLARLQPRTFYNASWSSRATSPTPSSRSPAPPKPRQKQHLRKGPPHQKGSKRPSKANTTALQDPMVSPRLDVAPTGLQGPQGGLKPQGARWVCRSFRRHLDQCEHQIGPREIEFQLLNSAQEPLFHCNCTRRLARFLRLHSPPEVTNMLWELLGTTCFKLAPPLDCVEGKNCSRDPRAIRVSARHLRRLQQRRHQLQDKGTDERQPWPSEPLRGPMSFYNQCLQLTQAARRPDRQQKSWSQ
ADAM10 inh: ADAM10 inhibition, QFRET primary screen | O14672 | recombinant ADAM10, EDANS/DABCYL FRET peptide cleavage, 3 h | inhibition, % at 7 µM | actives 0.62% (n = 370,000);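 active = inhibition above a per-campaign cutoff equal to the mean of compounds falling between control-based bounds plus 3 SD, cut at about 20% in these data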;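 note: 0% = DMSO wells while the 100% control is not disclosed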
PLC-beta3 inh: blocks human PLC-beta3 enzyme activity | Q01970 | Purified PLC-beta3, fluorogenic substrate, fluorescence | inhibition, % at 12.2 µM | actives 0.18% (n = 370,000) | AID 720704; in the data active = inhibition above about 11%;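 note: 0% = median of compound wells on plate and 100% = full blocker control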
An asterisk follows results filed as active; . = not tested or not shown.

Compound	DAX1 inh-1	hcDAF-12 act	GAA850 FXN act	hgDAF-12 ag	ssDAF-12 act	PLCg1 inh	ADAM17 inh	DAX1 inh-2	HGIII-sPLA2 inh	ADAM10 inh	PLC-beta3 inh
COC(=O)c1ccc(COc2ccc(/C=N/Nc3nc(C)cc(=O)[nH]3)cc2)cc1	5.8*	1.7	0.5	5.3	-0.9	4	-3	0.8	0	7	-7
CC(=O)Nc1ccc(S(=O)(=O)NCc2nc(-c3ccccc3Cl)no2)cc1	1.4	0.2	-1.6	0.8	-1.2	1	0	0.8	-7	-7	-7
CCOC(=O)c1cc(C(C)(C)C)oc1CNC(=O)c1c(C)oc2c1CCCC2	-0.3	-1.6	0.9	-2.9	-1.2	-2	6	-0.4	-19	7	-1
Cc1c(C(=O)OCC(=O)c2c(N)n(CC(C)C)c(=O)n(C)c2=O)oc2ccccc12	-3.1	-1.4	1.3	-0.9	-0.8	4	1	-0.9	-6	6	46*
CCCCS(=O)(=O)c1sc2nc3c(cc2c1N)CCCC3	-0.9	-0.1	3.0	-2.1	-1.5	-372	-30	-0.8	-3	-74	-467
Cc1ccc(C(=S)NCS(=O)(=O)c2ccc(C)cc2)cc1	-0.9	-1.4	0.7	-2.2	-1.9	0	7	-0.1	19	26*	2
Cc1ccc2[nH]cc(CCNC(=O)c3ccco3)c2c1	0.3	3.9	1.4	0.4	-0.5	-2	0	-0.2	-24	2	-8
COc1ccccc1C(=O)N/C(=C\c1cn(C)c2ccccc12)C(=O)N1CCCC1	-0.2	4.0	1.8	-0.9	0.6	-35	-4	0.3	1	-2	-63
CCOc1ccc(NC(=O)CN(C)C(=O)c2cn(-c3ccc(C)cc3)nc2-c2cccc(OC)c2)cc1OCC	-1.8	-2.4	-3.5	-4.7	-1.9	3	14*	-2.4	-25	9	-3
COc1ccc(NC(=O)c2ccco2)c(NC(=O)Cc2cccs2)c1	-0.1	-2.0	-2.7	-0.3	-0.8	1	-4	-0.1	-3	-6	2
O=C1CCc2cc(S(=O)(=O)Nc3ccccc3)cc3c2N1CC3	1.8	-1.4	0.4	-1.1	-0.7	4	-2	0.3	8	-13	-7
CC(C)(C)OC(=O)N1CCC[C@H]1C(=O)Nc1ccc(S(=O)(=O)C(F)F)cc1	0.8	-1.6	1.8	-2.4	-1.4	1	-3	-0.7	-2	3	-2
c1ccc(C(c2ccccc2)c2noc(CN3CCC(c4ccncc4)CC3)n2)cc1	1.2	-1.1	2.4	1.2	-1.4	0	-5	0.9	-5	1	-4
CCOc1ccc(/C(O)=C2/C(=O)C(=O)N(CC3CCCO3)C2c2cccs2)cc1 (stereo not given)	1.0	-1.7	0.6	2.6	-1.0	1	-2	0.3	1	6	1
O=C(Nc1ccc(Cc2ccncc2)cc1)c1ccc(S(=O)(=O)N2CCCC2)cc1	-7.1	-4.6	-2.5	-11	-2.9	-1	-1	-2.3	-21	6	3
CC12CCC(=O)C=C1CCC1C2CCC2(C)C(c3csc(N)n3)CCC12 (stereo not given)	-4.5	-4.2	-3.0	-6.6	-1.5	0	1	-3.8	-9	24*	0
Cc1nc(-c2ccccc2)cc(N2CCCC2)n1	0.1	-0.6	1.2	2.4	-0.7	-2	-2	0.2	2	2	0
O=[N+]([O-])c1ccc(N/N=C/c2ccc(O)c(O)c2O)c(S(=O)(=O)N2CCOCC2)c1	0.9	-2.2	0.8	-1.7	-1.1	11*	7	1.0	3	14	0
O=C(c1ccc(Br)cc1)c1cc(-c2ccccn2)c(N2CCOCC2)s1	0.8	1.9	-1.9	2.9	-1.0	-5	-5	1.0	2	1	-6
CCn1c(COc2ccccc2OC)nc2ccccc21	2.8	0.8	1.2	1.6	-1.5	1	-3	0.3	0	-9	1
COc1cc2c(cc1OC)C(c1cc(Br)c(OC)c(OC)c1)CC(=O)N2 (stereo not given)	0.8	-1.0	3.8	-3.5	-0.5	0	-4	0.0	1	-3	-7
O=c1[nH]c2ccc(S(=O)(=O)N3CCCC3)cc2o1	.	1.1	.	-1.2	-1.1	0	2	1.0	-3	1	2
COc1ccc(/C=N/Nc2nc(N3CCCC3)nc(N3CCCC3)n2)cc1	0.6	-0.9	0.0	-4.3	-2.0	-1	0	-1.0	2	0	-1
CNC(=O)c1nn(-c2ccc(Cl)cc2)ccc1=O	1.1	1.4	-0.1	0.5	-0.4	-5	-2	-0.2	6	0	-3
COc1ccc(N2CCN(C3CC(=O)N(Cc4ccccc4)C3=O)CC2)cc1 (stereo not given)	-1.4	-1.3	1.2	-0.2	-1.2	-1	-6	-0.3	2	2	-9
CC(=O)Nc1ccc(OCc2cccc3ccccc23)cc1	-3.5	-2.6	-3.1	-0.2	-2.6	1	1	-0.3	-25	6	-8
Cn1c(=O)c2c(ncn2CC(COCc2ccccc2Cl)OCc2ccccc2Cl)n(C)c1=O (stereo not given)	-2.4	-1.1	-2.2	-1.6	-1.8	3	-1	-1.3	-8	3	-1
COc1ccc(-n2cc(C(=O)c3ccc4ccccc4c3O)cn2)cc1	0.3	2.2	2.8	0.9	-0.3	-29	-2	0.2	-3	-9	-36
CCOC(=O)c1cnc(-n2nc(C)cc2C)nc1N(CC)CC	-0.7	-1.4	-0.9	-5.3	-1.6	0	-2	-1.0	1	-1	1
CCN(CC)C(=O)C1CCCN(C(=O)c2cc(COc3cccc(OC)c3)on2)C1 (stereo not given)	0.1	-0.3	2.1	0.0	-0.4	0	2	1.3	-1	-5	-2
CCOc1ccccc1NC(=O)COC(=O)Cc1ccsc1	-0.5	0.6	-0.3	0.6	-0.7	-2	-1	-0.1	7	-7	-6
CS(=O)(=O)c1ccc2c(c1)sc1nc(=O)c(/C=C3/C=CC(=O)C(O)=C3)c(N)n12	2.5	0.3	3.9	-0.9	-0.8	-28	-64	1.4	-11	-117	-44
Cc1nn(C)c(C)c1S(=O)(=O)N1CCC(CO)(CC2CCCCO2)CC1 (stereo not given)	0.1	-0.3	2.0	-0.7	-1.7	5	3	-0.8	6	-2	-4
COc1ccc(CN(CC(=O)NCc2ccc(F)cc2)C(=O)CCC(=O)Nc2nccs2)cc1	-0.9	0.0	-0.8	5.4	-0.7	3	0	0.3	2	8	-3
Cc1ccc(/C=N/n2nnnc2N)o1	-0.3	-1.1	1.9	-0.6	-1.2	5	2	-0.1	13	-2	5
CCCC(C)NC(=O)c1cc(S(=O)(=O)N2CCCCCC2)ccc1OC (stereo not given)	-0.5	-2.4	0.2	-1.2	-0.8	2	0	-0.3	2	-19	-6
O=C(COc1ccc([N+](=O)[O-])cc1)Nc1ccccc1N1CCCC1	1.4	1.2	-3.0	-2.3	-1.5	1	-1	-0.5	-3	2	3
O=C(Nc1ccccc1-c1nc2ccccc2s1)c1cccnc1Cl	0.6	-0.7	0.3	5.8	-0.7	-95	0	0.6	-1	3	-129
CC(=O)c1ccccc1NC(=O)COC(=O)c1c(C)nn(-c2ccccc2)c1C	-0.4	0.8	0.9	1.9	-1.0	-16	1	0.2	1	-4	-28
C/C(=N\NC(=O)CSc1nc(C)[nH]c1[N+](=O)[O-])c1ccc(F)cc1	1.5	-0.6	-1.5	1.4	-0.3	5	1	0.6	-2	0	1

Record cards, from the list above:
Profile of CCN(CC)C(=O)C1CCCN(C(=O)c2cc(COc3cccc(OC)c3)on2)C1 (stereo not given) : DAX1 inh-1: 0.1; hcDAF-12 act: -0.3; GAA850 FXN act: 2.1; hgDAF-12 ag: 0.0; ssDAF-12 act: -0.4; PLCg1 inh: 0; ADAM17 inh: 2; DAX1 inh-2: 1.3; HGIII-sPLA2 inh: -1; ADAM10 inh: -5; PLC-beta3 inh: -2
Profile of CCOc1ccccc1NC(=O)COC(=O)Cc1ccsc1 : DAX1 inh-1: -0.5; hcDAF-12 act: 0.6; GAA850 FXN act: -0.3; hgDAF-12 ag: 0.6; ssDAF-12 act: -0.7; PLCg1 inh: -2; ADAM17 inh: -1; DAX1 inh-2: -0.1; HGIII-sPLA2 inh: 7; ADAM10 inh: -7; PLC-beta3 inh: -6

Next structures.
Compound	DAX1 inh-1	hcDAF-12 act	GAA850 FXN act	hgDAF-12 ag	ssDAF-12 act	PLCg1 inh	ADAM17 inh	DAX1 inh-2	HGIII-sPLA2 inh	ADAM10 inh	PLC-beta3 inh
COc1cc(C2NC(=O)c3ccccc3O2)ccc1OC(C)C (stereo not given)	1.4	-0.1	2.2	1.5	-1.6	-4	-15	0.5	-4	-39	-13
CN1C(=O)N(c2ccccc2)C(Nc2nncs2)C1(C)C (stereo not given)	0.9	-0.4	0.4	0.6	-1.3	2	-1	0.5	7	3	-2
CC1(C)OC(C)(C)/C(=C\c2ccc(OCC(N)=O)cc2)C1=O	-0.1	-0.6	-0.5	0.8	-1.3	0	-3	-0.6	-5	0	2
O=C(COc1cccc2ccccc12)N/N=C/c1ccncc1	-0.3	-2.1	-1.9	0.5	-1.6	3	1	-0.2	-4	-4	4
CCOc1ccccc1NC(=O)NC1CCCCCCC1	0.6	-1.8	-0.1	2.2	-1.6	-10	3	-0.6	6	-1	-4
CSc1nc2[nH]ncc2c(=O)n1-c1ccccc1	-0.9	-1.3	0.3	-1.3	-1.6	-1	-5	0.1	2	-6	0
O=C(NN=C1CCCC1)c1ccccc1OCc1ccc(Cl)cc1	0.7	-1.5	3.7	-1.6	-1.5	-2	-1	0.5	8	0	-3

Assay outcomes from PubChem.
